Cav3 T inh = human Cav3.2 channel inhibition, primary screen. B-score at 10 µM. Cav3.2-expressing cells, Fluo-4 calcium fluorescence FDSS; stronger effect = lower value. AID 449739. 100,000 compounds, 4% hits;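 active = single-dose well whose peak fluorescence ratio is a statistical outlier from its plate by either plate-standardised score or position-corrected B-score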
An asterisk follows results filed as active. Not all compounds are listed. The share of hits here may be higher or lower than overall.

Preview (2 entries):
mol	Cav3 T inh
c1ccc2c(c1)ncn2Cc1nnc2sc(-c3ccncc3)nn12	0.47
CCOc1ccccc1NC(=O)CN(c1ccc(C)cc1)S(=O)(=O)c1c(C)noc1C	-4.7*

The whole of this part (from the top)
mol	Cav3 T inh
c1ccc2c(c1)ncn2Cc1nnc2sc(-c3ccncc3)nn12	0.47
CCOc1ccccc1NC(=O)CN(c1ccc(C)cc1)S(=O)(=O)c1c(C)noc1C	-4.7*
Cn1c(CCNC(=O)c2ccco2)nc2cc(NC(=O)c3ccco3)ccc21	0.56
Cc1ccc(N2CC(C(=O)N3CCN(C(=O)c4ccco4)CC3)CC2=O)cc1 (configuration not stated)	-0.23
O=C(Nc1cccc(Cl)c1)c1cnn2cccnc12	-0.085
COc1cc(C2SCC(=O)N2CCCN(C)C)cc(OC)c1OC (configuration not stated)	1.6
O=C1c2ccccc2C(=O)N1c1ccc(Cl)cc1	-0.11
Cc1ccc2cc(COC(=O)C3CCCO3)c(=O)[nH]c2c1 (configuration not stated)	0.23
O=C(Nc1ccc(N2CCCC(O)C2)cc1)c1snc2c(=O)[nH]cnc12 (configuration not stated)	0.68
Cc1nn(-c2ccccc2)c(C)c1/C=N/NC(=O)c1cc(-c2ccccc2)n[nH]1	-3.7
Cc1c(Cl)cccc1NC(=O)CCN1CCCCCC1	1.3
O=C(CC(c1ccccc1)c1ccccc1)Nc1ccc2c(c1)OCCO2	-3.6*
O=C(c1ccco1)N1CCN(c2ncnc3c2oc2ccccc23)CC1	-0.11
CCN(Cc1ccccc1)C(c1ccc(C(F)(F)F)cc1)c1nnnn1C(C)(C)C (configuration not stated)	-4.4*
CCOC(=O)N1CCC(Nc2c(Nc3ccc(F)cc3)c(=O)c2=O)CC1	1.9
CC(NC(=O)Cc1cccs1)C(c1cccs1)N1CCN(c2ccccc2)CC1 (configuration not stated)	-2.2
O=C(NC1CC1)c1cc(=O)c2ccccc2o1	0.037
O=S(=O)(c1cccs1)n1cccn1	0.027
COc1ccc(-c2cc([C@H]3[C@@H]4C=CCC[C@@]4(C)C(=O)N3Cc3ccccc3)ccc2F)cc1	-1.7
O=C(OCc1c(Cl)cccc1Cl)c1ccccn1	-0.15
COc1ccc(CC(=O)Nc2cc(Cl)ccc2O)cc1	-1.6
O=C1CC(c2ccccc2)CN1Cc1ccccc1 (configuration not stated)	-1.4
Nc1nc(Cl)cc(Sc2ccc3ccccc3c2)n1	0.1
CCOC(=O)N1CCN(Cc2nc3c(c(=O)[nH]c(=O)n3C)n2Cc2cc(C)ccc2C)CC1	1.3
Cc1cc(C)cc(NC(=S)NC(=O)CCN2C(=O)c3ccccc3C2=O)c1	-0.098
Cc1cccc(-n2c(N)cc(=O)nc2SCC(=O)Nc2nnc(C)s2)c1	-0.24
CN(C)c1cc[n+](Cc2c(Cl)cccc2Cl)cc1	0.0072
COc1cccc(CNC(=O)C2CCCN(S(=O)(=O)c3c(C)[nH]c(=O)[nH]c3=O)C2)c1 (configuration not stated)	0.02
CC(=O)Nc1ccc(-c2csc(NCc3ccco3)n2)cc1	0.01
O=C(OCc1nnc(-c2ccccc2)o1)C1=COCCO1	0.067
CN1C[C@@H]2C(c3ccc(Cl)nc3)C3(c4ccccc4)CC2(C3)[C@H]1c1ccccc1 (some centres not stated)	-0.89
CC(=O)N1N=C(c2cccc([N+](=O)[O-])c2)OC1c1ccccc1Cl (configuration not stated)	-4
O=C(NCc1cccc(Cl)c1)c1cnccn1	-2.3
Cc1ccc2nc(NC(=O)C3CCN(S(=O)(=O)c4ccc5c(c4)oc(=O)n5C)CC3)sc2c1	0.3
COc1ccccc1-n1c(C)nnc1SCC(=O)Nc1cccc(C(C)=O)c1	0.64
Cc1ccc(S(=O)(=O)NCc2ccc(C(=O)N(C)CCC#N)cc2)cc1	-0.74
O=C1C(C23CC4CC(CC(C4)C2)C3)C(=O)N(c2ccccc2)N1c1ccccc1	0.36
COc1ccc(C[C@H]2CN3C(=NC[C@@H]3Cc3ccccc3)N2CCNC(=O)c2ccc(C)c(Br)c2)cc1	-3.3
Cc1cccc(NC2(C(F)(F)F)N=C3SCCN3C2=O)n1 (configuration not stated)	0.36
Cc1ccc(NC(=O)/C(CN(C)C)=N\O)cc1	0.29
CCCNC(=O)C1CC(c2ccccc2[N+](=O)[O-])=NO1 (configuration not stated)	1.7
CCCCCCn1c(N2CCN(c3ccccc3)CC2)nc2c1c(=O)[nH]c(=O)n2C	-5.7*
CC1(C)Cc2c(sc(/N=C/N3CCCC3)c2C#N)C(C)(C)N1	0.8
COc1ccc(CSc2nnc(C)n2N)cc1	0.36
CC1=C(C)CC(C(=O)NNC(=O)c2ccccc2O)C(C(=O)O)C1 (configuration not stated)	0.2

For convenience, part of the list above:
mol	Cav3 T inh
Cc1ccc(NC(=O)/C(CN(C)C)=N\O)cc1	0.29
CCCNC(=O)C1CC(c2ccccc2[N+](=O)[O-])=NO1 (configuration not stated)	1.7
CCCCCCn1c(N2CCN(c3ccccc3)CC2)nc2c1c(=O)[nH]c(=O)n2C	-5.7*
CC1(C)Cc2c(sc(/N=C/N3CCCC3)c2C#N)C(C)(C)N1	0.8
COc1ccc(CSc2nnc(C)n2N)cc1	0.36
CC1=C(C)CC(C(=O)NNC(=O)c2ccccc2O)C(C(=O)O)C1 (configuration not stated)	0.2

Following part
mol	Cav3 T inh
COC(=O)C1C(C(C)C)N(c2ccccc2)OC1(C)O (configuration not stated)	-0.54
Cc1cc(C)n(C(=O)c2c([N+](=O)[O-])cnn2C)n1	-0.27
CCOC(=O)c1oc2ccc(CNCCO)c(Cl)c2c1C	0.19
CCN(CC)S(=O)(=O)c1ccc(C2CNC(=O)C2)cc1 (configuration not stated)	1.3
Cc1ccc(N2C(=O)c3ccccc3C2=O)cc1C	-1.5
Cc1nn(CCO)c(C)c1Oc1ccccc1O	1
CCOC(=O)c1[nH]c2ccccc2c1CCCN1C(=O)c2ccccc2C1=O	-1.1
COc1ccc(NC(=O)CSc2nnc(-c3ccccc3C)n2C)cc1	-0.094
Cc1oc(C2CC2)cc1C(=O)O	1.5
Cc1ccc(C2N(c3ccccc3)C(=S)N3CCCN23)cc1 (configuration not stated)	-0.49
CCc1sc(NC(=O)COC)nc1-c1ccccc1	0.44
CC(C)Cn1c(SCC(=O)NC(=O)Nc2ccc3c(c2)OCCO3)nc2ccccc2c1=O	-0.031
CC(=O)Nc1cc2c(nc1C)nc(C)n2Cc1ccc(Br)cc1	0.38
CC(C)(C)c1nnc(NC(=O)C2CCN(c3ncccn3)CC2)s1	-0.022
CCNC(=O)NC(=O)CSc1cccc(C(F)(F)F)c1	-1.3
CC1=C(C(=O)OCC(Br)(Br)Br)C(c2ccc(Br)cc2)NC(=O)N1CCCC(=O)O (configuration not stated)	0.089
COC(=O)c1ccc(C(=O)OC)c(NC(=O)CN2CCN(c3ccccc3OC)CC2)c1	-0.8
Nc1ccc(C#Cc2c(-c3ccsc3)oc3ccc(N4CCOCC4)cc23)cc1	1
C=CCN(C(=O)CNC(=O)c1ccco1)C(C(=O)NC1CCCCC1)c1ccccc1 (configuration not stated)	0.22
Cc1cc(C(=O)NCc2ccco2)no1	0.24
CCCCN1CC[C@H]2C=CC[C@@H](C(=O)NCc3ccc(OC)cc3)[C@H]2C1=O	0.67
COc1cccc(/C=N/NC(=O)c2ccc(-c3ccccc3)cc2)c1O	0.36
O=c1cc(-c2ccccc2Cl)oc2c(NS(=O)(=O)c3ccccc3OC(F)(F)F)ccc(O)c12	-1.3
Cc1ccc(OCC(=O)Nc2sc3c(c2C#N)CCC3)cc1	-0.26
COc1cccc(CC(=O)Nc2nccs2)c1	0.61
CC(C)c1ccc(N2C(=O)CC(Sc3nc4ccccc4o3)C2=O)cc1 (configuration not stated)	-2.9
O=C1CCC(=O)N1CCOP1(=O)COc2ccccc2OC1	1.1
O=C(C1CCN(S(=O)(=O)c2ccccc2)CC1)N(CCc1ccccc1)Cc1ccco1	-3.2
CCOc1ccc(OCC)c(NC(=O)C2CCCN(S(=O)(=O)c3cnc[nH]3)C2)c1 (configuration not stated)	0.34
COCCn1nnnc1C(c1ccccn1)N1CCN(c2cc(C)ccc2C)CC1 (configuration not stated)	-0.51
O=Cc1ccc(OCC(=O)NC(=O)NC2CCCCC2)cc1	0.64
COc1ccc(NC(=O)CSc2nnc(C3CC3)n2N)cc1	0.84
Cc1ccc(C2(C)NC(=O)N(CC(=O)NC(=O)NCCC(C)C)C2=O)cc1 (configuration not stated)	-3.3
O=C(c1ccc(C#Cc2ccccc2)o1)N1CCN(c2ccccn2)CC1	-0.77
COC(=O)C1=CN(CCCN2CCCC2=O)C=C(C(=O)OC)C1c1cccs1	0.74
CN(C)CC/C=C1/c2ccccc2COc2ccccc21	-0.18
O=C(OCCOc1ccccc1Cl)c1ccc(-n2cnnn2)cc1	-0.3
c1ccc2c(c1)C(=NCC1CCCO1)NC2=NCC1CCCO1 (configuration not stated)	0.12
Cc1cccc(-n2ncc3c(NCCCO)ncnc32)c1	0.88
Cc1ccc(-n2cnc3cc(NCc4cccs4)ccc32)cc1	-3.8
COc1ccc(C(=O)CSc2nnc(CNc3nc(-c4ccccc4)cs3)n2C)cc1	-5.7*
Cc1ccc2nc3n(c(=O)c2c1)CCC3	-0.53
Cc1nnc(SCC(=O)NC(=O)NCc2ccco2)n1Cc1ccccc1	-0.044
COC(=O)Nc1ccc(S(=O)(=O)N2CCN(c3ccc(F)cc3)CC2)cc1	0.23
O=C(O)c1cc(S(=O)(=O)Nc2ccc3c(c2)OCCO3)c(Cl)cc1Cl	0.069
O=C(c1nc2nc(-c3ccccc3)cc(C(F)(F)F)n2n1)N1CCCCC1	-0.32
O=C(c1ccc(Cl)cc1)N1CCN(c2cc(=O)[nH]nc2-c2ccccc2)CC1	-0.48
CC(C)(Oc1ccc(Cl)cc1)C(=O)NC1CCSC1=O (configuration not stated)	0.22
COC(CNC(=O)c1cc(C(=O)c2c(-c3c(Cl)cccc3Cl)noc2C)c[nH]1)OC	0.26
Cc1cccc(N2C(=O)CC(N3CCN(Cc4ccc5c(c4)OCO5)CC3)C2=O)c1 (configuration not stated)	0.35
CCn1c(CNc2ccc(OC)cc2)nnc1SCC(=O)Nc1ccc(F)cc1	1.3
CNc1c([N+](=O)[O-])cnn1-c1ccc(Cl)cc1	-0.012
Cc1cc(C)c(C)c(S(=O)(=O)N2C(=S)NC(=O)C2C(C)C)c1C (configuration not stated)	-0.99
COc1ccc(N2CCN(Cc3ccc(Br)s3)CC2)cc1	-0.6
Cc1ccc(S(=O)(=O)CCC(=O)OCC(=O)Nc2ncc(Cl)cc2Cl)cc1	0.57
COC(=O)c1[nH]c2ccc(C)cc2c1NC(=O)CCN1CCN(C2CCCCC2)CC1	0.51
O=c1[nH]c2ccc(S(=O)(=O)N3CCN(Cc4ccccc4)CC3)cc2[nH]c1=O	-0.19
CCCNC(=O)c1ccccc1NC(=O)C1COc2ccccc2O1 (configuration not stated)	-2.2
Cc1ccc(-c2noc(CSc3nnc(Cc4cccs4)n3-c3ccccc3)n2)cc1	-7.6*
O=C(NCc1ccccc1)NC1(C(=O)Nc2ccc3c(c2)OCCO3)CCCCC1	1.3

Additional compounds:
mol	Cav3 T inh
C=CCn1c(SCc2c(C)noc2C)nc2sc3c(c2c1=O)CCCC3	-3.8*
Cc1sc2ncn(CC(=O)NCCCC(=O)N3CCN(c4ncccn4)CC3)c(=O)c2c1C	0.13
CCCNC(=O)C1CCN(c2ccc(S(=O)(=O)N3CCOCC3)cc2Cl)CC1	0.58
Cc1sc2ncn(CC(=O)NCC(=O)N(C)Cc3ccccc3)c(=O)c2c1C	-0.27
Nc1cc(=O)[nH]c(SCc2cccc(Cl)c2)n1	-0.57
Cc1ccc2c(c1)N(CCC(=O)NCC1COc3ccccc3O1)C(=O)CO2 (configuration not stated)	-2.8
COc1ccc(C(=O)NCc2nnc(SCC(=O)Nc3nnc(C)s3)o2)cc1	0.68
CCN(CC)C(=O)COc1cccc2ccccc12	-0.0024
COc1ccc(-n2c(SCC(=O)Nc3cc(C)on3)nc3ccc(O)cc3c2=O)cc1OC	-1.5
O=c1ccc(/C=C/c2ccccc2)nn1Cc1ccccc1Cl	0.62
CC(Sc1n[nH]c(N)n1)C(=O)C12CC3CC(CC(C3)C1)C2 (configuration not stated)	-0.63
Cc1ccc(C2C(C#N)=C(N)N(c3ncn[nH]3)C3=C2C(=O)CC(C)(C)C3)cc1 (configuration not stated)	0.4
CCC1SC(=NC(=O)c2ccc(Cl)c(Cl)c2)NC1=O (configuration not stated)	-0.16
Cc1csc(N2CCc3ccccc32)n1	-0.029
CCC(C)Sc1nc2c(c(=O)[nH]c(=O)n2C)n1CC(O)COc1cccc2ccccc12 (configuration not stated)	0.17
C=C1CCN([C@@H](CC(C)C)C(=O)N2CCCC2)S(=O)(=O)c2ccccc21	0.063
Nc1nc(SCC(=O)NCCCN2CCOCC2)nc2sc3c(c12)CCC3	1.3
O=S(=O)(N/N=C/c1cn(Cc2ccccc2)c2ccccc12)c1ccccc1	-2.5
Cc1ccc(-c2nc(N)n(S(C)(=O)=O)n2)cc1	0.74
COc1ccc2oc(=O)c(C(=O)Oc3ccc(NC(C)=O)cc3)cc2c1	0.019
CCOC(=O)C1CCN(C(=O)c2ccc3c(c2)OCO3)CC1	-0.25
CC1CCCC(C)N1C(=O)CN1C(=O)C(C)(C)Oc2ccc(C(=O)NC3CCCCC3)cc21 (configuration not stated)	2
Cc1ccc(-c2nc3ccccc3s2)cc1NC(=O)c1ccc2c(c1)OCO2	0.16
O=C(CN1C(=O)c2ccccc2C1=O)OCC(=O)N1CCc2ccccc2C1	-1.1
